GAA spleen mod: inhibits or activates alpha-glucosidase in human spleen homogenate; P10253; human spleen homogenate, 4-MU-alpha-glucoside fluorescence; Potency, µM (highest dose often 79.9 µM), for the others: at the top dose activity change, negative = inhibition, actives largely listed as inhibitors; hit rate 0.006% among 240,000; AID 2112;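 further: potency means the concentration at half of the fitted maximal effect; 0% = enzyme with vehicle and -100% = no enzyme basal signal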
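Enzyme source: human spleen homogenate, 1 ug/well. Buffer 50 mM citric acid/K phosphate pH 5.0, 0.01% Tween-20. 4-MU-alpha-glucoside 1 mM; 37 C x 40 min; NaOH/glycine stop; fluorescence.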
Lamin A splicing: modulators of lamin A splicing. AID 1487. Potency, µM (doses to about 46.1 µM), for the others: at the highest dose ratio change, negative = inhibition, usual class: inhibitors. HeLa LMNA splicing GFP/RFP minigene ratio, 48 h. hit rate 0.01% among 200,000; active means well fitted inhibition curve with a large enough effect in the signal ratio, with a control signal flat, not every such curve was filed as active; inconclusive means small, poorly fitted or top-dose-only effect, or effect the other way, or a change in a side signal; the % refers to the signal ratio; further: potency means the concentration at half of the fitted maximal effect; on the % scale 0 is the no-effect control and ±100 the full control effect
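S3 HeLa cells stably expressing lamin A-EGFP splicing minigene plus DsRed2, 600 cells/well, 48 h compound exposure at 37C. Laser-scanning cytometry; analysed as GFP (500-530 nm)/RFP (575-640 nm) total intensity ratio; 0.5% DMSO vehicle.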
HTT ATP protect: Huntington cell model cytoprotection by ATP luminescence; PC12 HTT-Q103 induced, cytoprotection, ATP luminescence, 40 h; Potency, µM (doses to about 56.4 µM), for the others: cytoprotection (ATP increase), usual class: activators; hit rate 0.14% among 230,000;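 further: potency means the concentration at half of the fitted maximal effect; % of control where 0% means no effect; nearly all actives have a fitted effect of over 45% in size; toxic huntingtin expression switched on by the ecdysone agonist tebufenozide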
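Stable PC12 Q103-GFP cells in serum-supplemented, phenol red-free DMEM; induction by tebufenozide at 100 nM final; compound dose series; cell viability quantified luminescently from ATP.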
CBFb-RUNX1 inh: blocks binding between human CBF-beta and RUNX1 | Q01196+Q13951 | 230,000 tested, under 10 active | AID 1477 | Potency, µM (series often up to 59.8 µM), for inactives: at the highest dose activity, negative = inhibition, actives largely listed as inhibitors | AlphaScreen CBFb-His/RUNX1-biotin binding, biochemical; further: % of control where 0% means no effect
Target sequence (Q01196 whole entry, looked up): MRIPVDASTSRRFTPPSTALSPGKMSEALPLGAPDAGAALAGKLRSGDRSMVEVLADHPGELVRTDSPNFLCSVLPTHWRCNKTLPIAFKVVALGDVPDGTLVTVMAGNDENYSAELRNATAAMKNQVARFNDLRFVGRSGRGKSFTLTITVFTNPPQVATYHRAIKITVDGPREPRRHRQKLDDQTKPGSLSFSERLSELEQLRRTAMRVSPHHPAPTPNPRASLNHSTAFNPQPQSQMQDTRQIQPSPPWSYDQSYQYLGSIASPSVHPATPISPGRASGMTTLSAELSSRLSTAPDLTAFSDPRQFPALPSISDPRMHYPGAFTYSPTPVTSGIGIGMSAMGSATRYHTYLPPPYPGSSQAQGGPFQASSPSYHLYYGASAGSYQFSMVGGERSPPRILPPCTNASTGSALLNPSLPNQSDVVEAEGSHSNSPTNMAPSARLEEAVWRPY
Target sequence (Q13951 whole entry, looked up): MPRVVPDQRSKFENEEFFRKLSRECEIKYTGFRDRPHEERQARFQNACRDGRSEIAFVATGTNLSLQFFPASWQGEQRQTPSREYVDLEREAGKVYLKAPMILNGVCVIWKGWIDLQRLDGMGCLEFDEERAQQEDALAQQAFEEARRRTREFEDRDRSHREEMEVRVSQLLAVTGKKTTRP
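Inhibition was taken as any reduction in AlphaScreen signal from the CBF-beta–RUNX1 pair (His and biotin tags, 30 nM each), measured after compound (15 min) and bead (90 min) incubations at room temperature.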
HttQ103 aggreg: reduces HttQ103-GFP aggregates in PC12 cells; PC12 HttQ103-GFP aggregates, Acumen cytometry, 40 h; Potency, µM (top dose mostly 46.1 µM), for the others: top-dose activity change, negative = inhibition, actives largely listed as inhibitors; hit rate 1.1% among 220,000; further: potency means the concentration at half of the fitted maximal effect; on the % scale 0 is the no-effect control and ±100 the full control effect; nearly all actives have a fitted effect of over 60% in size
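Ecdysone-promoter PC12 model expressing HTT exon 1 Q103 fused to GFP, induced by tebufenozide at 100 nM final. Compounds titrated; aggregates sized 1–25 µm scored on a 488 nm laser cytometer.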
GAA inh: inhibitors of human lysosomal alpha-glucosidase. P10253. purified human GAA, 4-MU-alpha-glucoside fluorescence. Potency, µM (titrated, usually from 76.9 µM), for the others: at the top dose activity change, negative = inhibition, actives largely listed as inhibitors. hit rate 0.005% among 200,000;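 further: potency means the concentration at half of the fitted maximal effect; plate controls were uninhibited enzyme wells for no effect and no-enzyme background for full effect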
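Fluorescence at Ex 365/Em 440 nm from 4-methylumbelliferone reported enzyme activity after 20 min at room temperature. Reactions used 4 nM enzyme and 400 uM substrate at pH 5.0; curves fitted with the Hill equation.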
GAA glycogen mod: GAA glycogen-cleavage inhibition or activation | recombinant GAA, glycogen substrate, Amplex Red glucose oxidase fluorescence | Potency, µM (titrated, usually from 76.4 µM), without a hit: at the top dose activity change, negative = inhibition, usual class: inhibitors | hit rate 0.38% among 300,000 | AID 2100;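 further: potency means the concentration at half of the fitted maximal effect; 0% = full enzyme reaction and -100% = no-enzyme basal signal; the screen sought inhibitors and activators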
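Recombinant enzyme (4 nM final) with compounds titrated up to 77 uM and bovine liver glycogen (30 ug) in citrate pH 5.0, 0.01% Tween-20, 37 C 40 min. Released glucose detected by Amplex Red/glucose oxidase (Ex 573/Em 610); AC50 from Hill fits.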
An asterisk follows results filed as active; ? = inconclusive; / = not tested or not shown; & = joins results of further samples; [ ] = another dose, or the depositor's remark. Unless noted, the call rests on the fitted dose curve; in most records, active means well fitted curve in the direction sought with a large enough effect; inconclusive means small, poorly fitted or top-dose-only effect, or another doubt; inactive means no such curve, though single readings can be large; an effect the other way counts as inactive or inconclusive.

Value order: GAA spleen mod	Lamin A splicing	HTT ATP protect	CBFb-RUNX1 inh	HttQ103 aggreg	GAA inh	GAA glycogen mod
(1) O=C(O)CC(NC(=O)C12CC3CC(CC(C3)C1)C2)c1cc([N+](=O)[O-])ccc1Cl (centres undefined)
  -8%	-5%[46 µM]	-8%	?	10%	-2%	10%
(2) C=C(C)C1CC=C(C)/C(=N\NC(=O)CCc2ccccc2)C1 (centres undefined)
  2%	3%	/	4%	25%	-2%	-1%
(3) COc1ccc(C(=O)C[n+]2ccc3c(c2)nnn3-c2ccccc2)cc1
  3%	?	-23%	-2%	-5%	0%	0%
(4) O=C(Cc1ccccc1)Nc1cccc(-c2nnc(-c3ccco3)o2)c1
  -10%	-9%	-81%[inhibitor]	-1%	27%	-4%	8%
(5) Cc1cc(C)nc(SCCn2c(N3CC(C)OC(C)C3)nc3c2c(=O)n(C)c(=O)n3C)n1 (centres undefined)
  /	9%[46 µM]	0%	6%	4%	1%	1%
(6) CCN(CC)S(=O)(=O)c1cc(NC(=O)COC(=O)Cn2cnc3ccccc32)ccc1C
  5%	8%	2%[10 µM]	-1%	11%	-8%	16%
(7) Cc1ccc(N2CN(Cc3cccnc3)CNC2=S)c(C)c1
  -6%	-8%	7%[10 µM]	-1%	3%	-6%	-2%
(8) CCC(CO)NS(=O)(=O)c1cc(-c2nn(C)c(=O)c3ccccc23)ccc1C (centres undefined)
  0%	?	1%[10 µM]	-1%	7%[9.22 µM]	-6%	-9%
(9) C/C(=N/NC(=O)CN1CCN(Cc2ccccc2Cl)CC1)c1cccs1
  2%	/	15%[10 µM]	5%	11%[9.22 µM]	/	6%
(10) CC(=O)c1c(C)oc2ccc(N(C(C)=O)S(=O)(=O)c3cccc([N+](=O)[O-])c3)cc12
  1%	-1%[9.22 µM]	-38%[inhibitor]	-5%	?	3%	-17%
(11) COc1ncnc2c1N=C1CC(C)(C)CC(N)=C1S2
  -6%	12%	-1%	-3%	-16%	-9%	?
(12) O=[N+]([O-])c1ccccc1/C=C/C=N/n1c(-c2ccccc2F)n[nH]c1=S
  2%	/	15%[10 µM]	2%	2%[9.22 µM]	/	-20%
(13) COc1ccc(/C=C/C(=O)/C=C/c2ccc(OC)cc2OC)c(OC)c1
  6%	/	-70%[inhibitor]	-24%	/	/	/
(14) O=C(CN1CCCC(O)C1)N1c2ccccc2Sc2ccc(C(F)(F)F)cc21 (centres undefined)
  -10%	?	-8%	-3%	-2%	0%	-8%
(15) COc1ccc(OC(=O)c2cccc(S(=O)(=O)N3CCCC3)c2)cc1
  0%	-26%	21%	13%	-10%	?	-5%
(16) COc1ccc(CCNC(=O)CSc2nnc(C(C)N(C)C)n2Cc2ccccc2)cc1OC (centres undefined)
  1%	/	-9%	-6%	11%	-1%	5%
(17) COCCCNc1oc(COc2ccc(Cl)cc2Cl)nc1C#N
  3%	0%	-29%	-4%	15%	-8%[15.4 µM]	-12%
(18) Cn1c(SCC(=O)N/N=C/c2cc([N+](=O)[O-])ccc2O)nnc1-c1ccccc1
  -3%	/	2%[10 µM]	4%	5%[9.22 µM]	/	0%
(19) O=C(NC1CCS(=O)(=O)C1)c1c(NC(=O)C2COc3ccccc3O2)sc2c1CCCC2 (centres undefined)
  -11%	3%	-36%	7%	3%	-6%	4%
(20) CCn1c(=O)c2cc(C(=O)N(C)c3ccccc3F)sc2c2ccccc21
  0%	/	5%[10 µM]	-1%	5%[9.22 µM]	6%[15.4 µM]	-4%

A stretch taken from the entries so far, as a working copy:
Value order: GAA spleen mod	Lamin A splicing	HTT ATP protect	CBFb-RUNX1 inh	HttQ103 aggreg	GAA inh	GAA glycogen mod
(11) COc1ncnc2c1N=C1CC(C)(C)CC(N)=C1S2
  -6%	12%	-1%	-3%	-16%	-9%	?
(12) O=[N+]([O-])c1ccccc1/C=C/C=N/n1c(-c2ccccc2F)n[nH]c1=S
  2%	/	15%[10 µM]	2%	2%[9.22 µM]	/	-20%

The list continues:
Value order: GAA spleen mod	Lamin A splicing	HTT ATP protect	CBFb-RUNX1 inh	HttQ103 aggreg	GAA inh	GAA glycogen mod
(21) Cc1cccc(OCCNC(=O)c2cncc(Br)c2)c1
  -6%	-5%	16%[10 µM]	-2%	4%	2%	7%
(22) CNC(=O)[C@@H](Cc1ccccc1)N(C)C(=O)[C@@H](Cc1ccc2ccccc2c1)N(C)C(=O)/C=C/CC(C)(C)N
  2%	/	-53%[inhibitor]	18%	/	/	/
(23) O=C(COc1ccc(S(=O)(=O)NC2CCCCC2)cc1)NCC1CCCO1 (centres undefined)
  -4%	4%	-5%[0.074 µM]	0%	8%	-6%	-1%
(24) CC(=O)Nc1nc(N2C(=O)c3ccccc3C2=O)n(-c2ccccc2)n1
  -5%	-2%	-31%	2%	3%	-2%	-9%
(25) O=C(c1ccco1)N1CCN(c2ccc([N+](=O)[O-])cc2Cl)CC1
  0%	/	11%[10 µM]	8%	1%[9.22 µM]	/	6%
(26) O=C(COC(=O)/C=C/c1ccco1)Nc1ccc(F)cc1Cl
  -16%	7%[46 µM]	4%	-8%	9%	7%	0%
(27) CCN(CC(=O)Nc1cccc(OC)c1)C(=O)C1CCN(C(=O)Nc2ccccc2)CC1
  6%	1%	-23%[10 µM]	0%	9%	1%	-3%
(28) COc1ccc(OC(C)c2nnc(N)s2)cc1 (centres undefined)
  -1%	/	21%[10 µM]	3%	7%[9.22 µM]	3%	-7%
(29) CNC(=O)CSc1nc2c([nH]c3ccccc32)c(=O)n1CCOC
  4%	-15%[46 µM]	-44%	1%	13%	-3%	?
(30) COc1cccc(NC(=S)N(CCc2c(C)[nH]c3ccc(C)cc23)Cc2cccs2)c1
  0%	?	/	8%[2.36 µM]	0%	2%	-28%
(31) Cc1cc2nc(C3CCCN(C(=S)Nc4ccccc4)C3)[nH]c2cc1C (centres undefined)
  -8%	0%[0.0737 µM]	-41%[inhibitor]	0%	18%	-3%	7%
(32) CCOc1ncccc1C(=O)N1CCN(c2cc(Cl)ccc2C)CC1
  -5%	/	-98%[inhibitor]	5%	-7%	-7%	-2%
(33) Cc1ccnc(NC(=O)CCC2CCCCC2)c1
  -9%	14%	-4%	6%	-10%	-3%	-18%
(34) C[C@@H]([C@H](O)c1ccc(O)cc1)N1CCC(Cc2ccccc2)CC1
  4%	?	-4%	1%&-2%[21.7 µM]	/	/	/
(35) C=CCC(O)(/C=C/c1ccccc1)c1ccccc1 (centres undefined)
  -4%	/	-16%	1%	/	/	/
(36) O=C1CC(C(=O)Nc2ccccc2)C2(CCCC2)O1 (centres undefined)
  -17%	-9%	3%[10 µM]	9%	-14%	3%	6%
(37) O=[N+]([O-])c1ccc(N2CCNCC2)cc1NCc1cccnc1
  0%	-15%	13%[10 µM]	-1%	?	?	-2%
(38) CC(=O)c1ccc(NC(=O)Nc2ccc3c(c2)nc(C)n3C)cc1
  0%	7%[46 µM]	26%[10 µM]	-9%	27%[9.22 µM]	7%	8%
(39) COC(=O)c1c(NC(=O)c2c(C)noc2C)sc2c1CCCCCC2
  -16%	-11%	15%	12%	-5%	1%	-14%
(40) CCOC(=O)c1sc(=NC(=O)c2cccc(OC)c2)n(C)c1C
  -4%	?	-13%	-1%	11%	4%	-11%
(41) c1ccn2cc(CSC3=NCCS3)nc2c1
  5%	?	-20%	-4%	19%	-3%	11%
(42) C=CCn1c(=N)n(CC(O)COc2ccccc2OC)c2ccccc21 (centres undefined)
  -3%	-8%	-20%	0%	-1%	3%[15.4 µM]	9%
(43) c1csc(-c2ccn[nH]2)c1
  -2%	/	39%[10 µM]	12%	-1%[9.22 µM]	-14%	3%
(44) COc1ccc2[nH]cc(CCNc3cc(-c4ccccc4Cl)ncn3)c2c1
  1%	?	-20%	/	/	/	/
(45) CC(C)COC(=O)NCCCOC(=O)Nc1ccccc1
  2%	?	-6%[0.074 µM]	0%	7%	0%	3%
(46) CCOC(=O)N1CCC(N(C(=O)Nc2ccc(CC)cc2)C(C)CC)CC1 (centres undefined)
  -8%	5%[0.0737 µM]	-1%[0.074 µM]	2%	15%	12%	4%
(47) COc1ccc(-c2noc(CCCC(=O)Nc3ccc(C(N)=O)cc3)n2)cc1OC
  5%	/	4%[10 µM]	-9%	-15%[9.22 µM]	-5%[15.4 µM]	-2%
(48) O=Cc1ccc(OC2OCCOC2Oc2ccc(C=O)cc2)cc1 (centres undefined)
  -1%	4%	7%[10 µM]	1%	2%	0%	4%
(49) CC(Nn1cnnc1)c1cc(Cl)ccc1O (centres undefined)
  -4%	-3%[46 µM]	-4%[10 µM]	3%	-1%[9.22 µM]	10%	8%
(50) O=c1c2ccccc2n2c(-c3ccc(F)cc3)nnc2n1Cc1ccccc1
  -3%	1%	/	2%	7%	6%	3%
(51) O=C(O)Cc1ccc(C(=O)c2ccc(Cl)cc2Cl)s1
  -10%	1%[46 µM]	-17%	18%	5%	-5%	1%
(52) CCOc1ccc(-n2c(SC)nc3c(c2=O)SCC3)cc1
  -5%	5%	4%	-1%	0%	-9%	2%
(53) O=c1[nH][nH]c(-c2ccccc2)c1C=Nc1ccc(C(F)(F)F)cc1
  /	13%[9.22 µM]	-3%	11%	25%	-6%	-18%
(54) O=S(=O)(c1ccccc1)N1CCC(O)(CSc2ccc(Cl)cc2)CC1
  -12%	9%	-54%[inhibitor]	4%	?	?	-6%
(55) COc1ccc(N=C2CCS(=O)(=O)c3sccc32)cc1
  4%	/	-1%	-1%	2%[9.22 µM]	4%	0%
(56) COc1cccc(N=Cc2c(O)n(-c3cccc(C)n3)c(=O)c3ccccc23)c1
  -6%	-6%	-36%	-20%	-9%	?	8%
(57) CC(C)C(C(=O)Nc1ccc2c(c1)OCCO2)N1C(=O)c2ccccc2C1=O (centres undefined)
  0%	-13%	-10%	-9%	5%	-1%	4%
(58) O=[N+]([O-])c1cc(Cl)ccc1NCCNc1ncc(C(F)(F)F)cc1Cl
  -7%	1%	-10%[10 µM]	6%	3%	-3%	-4%
(59) CC(=O)OCCC(C)C
  6%	/	-17%	-2%[21.7 µM]	/	/	/
(60) Cc1ccc(-c2cccc(C3CC=CC4C3C(=O)N(Cc3ccccc3)C4c3cc(C)ccc3F)c2)cc1 (centres undefined)
  6%&3%	/	-25%[10 µM]	7%&8%	-10%[9.22 µM]	/	5%
(61) N#CCCn1cc(C(=O)O)c(-c2cc3ccccc3o2)n1
  8%	7%	5%[10 µM]	-2%	-5%	-8%	13%
(62) CCCCn1c(=O)c(CCC(=O)OCC(=O)NC(=O)NCCOC)nc2ccccc21
  /	/	-5%	6%	-7%	1%	3%

No enrichment for hits; 1.5% or so of the library scored in one or more.
